# Akt phos inh: blocks phosphorylation of Akt; Neuro2A IGF-stimulated pAkt S473 HTRF, 20 min; active compounds read low; activity change, % for hits at 50 µM; hit rate 0.32% among 360,000; AID 651550; in the data active = activity change below about -80%; inconclusive = mostly about -51% to -80%; also: % is scaled to controls: 0 for no effect and ±100 for the full control effect
#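 Neuro2A cells (4,500/well, DMEM with 0.5% FBS) were treated with compound at a single 50 µM final concentration, stimulated with 6 nM IGF for 20 min at 37 °C, and lysed. Phospho-Akt Ser473 was read by HTRF as 665/615 ratio ×10^4.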
# CCT chaperon mod: changes cytosolic chaperonin activity; purified chaperonin ATPase assay, HTRF ADP detection, 30 min; hit rate 0.3% among 360,000; activity change, % (no concentration beside the values), hits read low; in the data active = activity change below about -30%; also: % is scaled to controls: 0 for no effect and ±100 for the full control effect
#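 Nucleotide hydrolysis assay: TRiC at 20–40 nM final (set by batch activity) with 10 uM ATP, 30 min at 37 °C, in presence of 76 uM compound. Detection by competitive ADP HTRF, 30 min ambient.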
# TGFb inhibitor: inhibitors of TGF-b signaling; HepG2 CAGA-GFP TGF-b/SMAD3 reporter, GFP fluorescence, 18 h; TGF-beta stimulated, 500 pg/mL final; Potency, µM (highest dose often 46.1 µM), without a hit: at the top dose activity, negative = inhibition, hits mostly inhibitors; hit rate 1.2% among 410,000; AID 588855; also: potency is read from the fitted curve at half-maximal effect; % is scaled to controls: 0 for no effect and ±100 for the full control effect; nearly all actives have a fitted effect of over 65% in size
#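 Smad-responsive CAGA-GFP expression was quantified in HEPG2 cells exposed to compounds and 500 pg/mL final TGF-beta for 18 h at 37 degrees C; unstimulated wells defined full inhibition.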
# Abeta rescue: restores growth of yeast expressing A-beta42 peptide; Potency, µM (series often up to 46.1 µM), for the others: top-dose growth rescue, most hits filed as activators; yeast expressing A-beta42, growth rescue, OD600, 48 h; response scale: 0% DMSO, 100% iron-clioquinol control; AID 1347071; hit rate 0.063% among 410,000; also: potency is read from the fitted curve at half-maximal effect; nearly all actives have a fitted effect of over 55% in size
#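 Yeast A-beta toxicity model in growth medium with pinned compounds, 48 h at 30 C; growth read as absorbance at 600 nm. Normalized to FeCl3/clioquinol equimolar mix (positive) and DMSO (negative).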
# A549 viability: A549 cytotoxicity, counter-screen for Nrf2 inhibitors; A549 ARE-Fluc cells, CellTiter-Fluor viability, 18-24 h; Potency, µM (series often up to 46 µM), for inactives: at the highest dose activity change, negative = cytotoxicity, most hits filed as inhibitors; hit rate 0.16% among 390,000; also: potency is read from the fitted curve at half-maximal effect; % is scaled to controls: 0 for no effect and ±100 for the full control effect
#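 Cytotoxicity counterscreen: CellTiter-Fluor fluorescence was measured in A549 ARE_Fluc cells after 18-24 h of compound exposure in a concentration series. The subsequent BugLite luminescent read reports ARE-luciferase activity.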
# Nrf2 inh: inhibitors of Nrf2 signaling; A549 ARE-Fluc reporter, luciferase luminescence, 18-24 h; Potency, µM (doses to about 46 µM), for inactives: at the top dose activity change, negative = inhibition, usual class: inhibitors; hit rate 2.1% among 360,000; AID 504444; also: potency is read from the fitted curve at half-maximal effect; % is scaled to controls: 0 for no effect and ±100 for the full control effect; nearly all actives have a fitted effect of over 60% in size
#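 Reporter: ARE-Fluc in A549. Exposure: 18-24 h, 37 °C, 5% CO2, 5% FBS OPTI-MEM. Readouts: fluorescent cytotoxicity (CellTiter-Fluor), then luminescent Nrf2 signal after BugLite.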
# Mm-Cpn inhibitor: inhibitors of Methanococcus maripaludis chaperonin (MmCpn); purified Mm-Cpn ATPase, ADP Transcreener TR-FRET; hit rate 0.031% among 330,000; Potency, µM (top dose mostly 76.9 µM), inactives show top-dose activity, negative = inhibition, hits mostly inhibitors; also: potency is read from the fitted curve at half-maximal effect; % is scaled to controls: 0 for no effect and ±100 for the full control effect; nearly all actives have a fitted effect of over 80% in size
#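 Purified archaeal chaperonin (25 nM final) was preincubated with compound for 10 min at 37°C, then ATP (10 uM final) was added for 30 min at 37°C in Tris pH 7.4/KCl/MgCl2/DTT buffer. ADP was quantified by HTRF Transcreener TR-FRET.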
# HepG2 tox: HepG2 cytotoxicity, counter-screen for TGF-b inhibitors. AID 588856. Potency, µM (doses to about 46.1 µM), without a hit: at the highest dose activity change, negative = cytotoxicity, hits mostly cytotoxic. HepG2 CAGA-GFP viability, ATP luminescence, 18 h. hit rate 0.76% among 410,000; also: potency is read from the fitted curve at half-maximal effect; some results filed as inactive show a strong effect at the top dose
#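 CellTiter-Glo luminescence gave cytotoxicity after 18 hours at 37 degrees C. The cells were HepG2 CAGA-GFP in 1% FBS DMEM, stimulated with 500 pg/mL TGF-beta after compound addition. %Activity was normalised to no-cell wells (complete cell-killing) and DMSO (no toxicity), and curves were fitted and classified.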
# Nrf2 ARE act: activates Nrf2 signaling; hit rate 0.31% among 410,000; Potency, µM (series often up to 46.1 µM), for inactives: top-dose activation, most hits filed as activators; AREc32 ARE-luciferase reporter (MCF7-derived line), luminescence, 24 h; also: potency is read from the fitted curve at half-maximal effect; % of control where 0% means no effect; nearly all actives have a fitted effect of over 65% in size
#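 Each well held 1000 AREc32 cells, which were incubated with compound for 24 hr at 37 deg C after overnight attachment, and ARE reporter activity was quantified by firefly luciferase luminescence.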
# * marks the source's active call; other numbers are inactive results; i = inactive; ? = inconclusive; / = no result given; & = joins results of further samples; [ ] = another dose, or the depositor's remark. Unless noted, calls follow the shape of the dose curve; as a rule, active = well fitted curve in the direction sought with a large enough effect; inconclusive = small, poorly fitted or top-dose-only effect, or another doubt; inactive = no such curve, though single readings can be large; an effect the other way counts as inactive or inconclusive.
molecule | Akt phos inh | CCT chaperon mod | TGFb inhibitor | Abeta rescue | A549 viability | Nrf2 inh | Mm-Cpn inhibitor | HepG2 tox | Nrf2 ARE act
COc1ccc(S(=O)(=O)N2CCCOC2CNC(=O)C(=O)NCCc2ccco2)cc1OC (centres undefined) | i | -4.2 | -4% | 4% | -5% | 3% | -1% | -12% | -0.1%
CCCC(=O)NCCc1nc2ccccc2n1Cc1c(F)cccc1Cl | / | / | -28% | -6% | -14% | -15%[9.27 µM] | / | -9% | -0.5%
COc1cc(/C=N/O)cc(Br)c1OCC(=O)NCc1ccccc1 | i | 1.4 | -4% | 7% | -11% | -13% | 1% | 2% | 2.8%
COc1cccc(CNc2ncc(Br)cc2Br)c1O | i | -0.9 | -24% | 4% | 1% | -1% | 3% | -15% | 5.7%
Cc1ccc(C(=O)N2CCN(Cc3ccc4c(c3)OCO4)CC2)cc1S(=O)(=O)N1CCOCC1 | i | 2.4 | ? | 4% | 3% | 6% | 1% | -22% | 2.5%
N#C/C(=C\c1cccc(Oc2ccc(C(F)(F)F)cc2[N+](=O)[O-])c1)c1nc2ccccc2[nH]1 | / | -0.6 | 1% | 2% | -10% | -19% | 0% | -6% | 0.8%
COc1ccc(C)cc1NC(=O)NC(C)c1ccncc1 (centres undefined) | i | -3.9 | 6% | -11% | -2% | 3% | 2% | 6% | 0.0%
CCCCNC(=O)C1CC(=O)N(CCC(C)C)C1 (centres undefined) | i | -1.3 | -14% | 19% | -1% | 1% | -3% | 11% | -0.7%
CCOC(=O)c1sc(NS(=O)(=O)c2ccccc2)nc1C | i | 1.2 | 1% | -20% | 7% | -3% | 0% | -4% | 0.3%
Cn1c(C(=O)N2CCN(C(=O)c3ccco3)CC2)cc2c(=O)n3ccccc3nc21 | i | -0.2 | -3% | 0% | ? | -34% | -10% | -13% | 2.5%
CCCC(=O)N(c1ccc(OC)cc1)C1C=CS(=O)(=O)C1 (centres undefined) | i | 2.7 | -5% | -17% | 7% | -7% | -5% | -10% | 2.0%
CCOC(=O)C(C)n1cnc2c(cnn2-c2ccc(Cl)cc2)c1=O (centres undefined) | i | 0.7 | 0% | -11% | -1% | -18% | -6% | -91% | 1.8%
Cc1nn(Cc2ccccc2)c(C)c1CCC(=O)O | i | 0.6 | -1% | 22% | -6% | 11% | 0% | 2% | 0.1%
COc1ccc(-n2c(=S)[nH]c3cc(C(=O)N4CCN(c5ccccc5)CC4)ccc3c2=O)cc1 | i | -3.0 | -3% | -2% | -27% | ? | 2% | -15% | -0.8%
O=C(Nc1ccc(Cl)cc1)c1nc[nH]c1C(=O)NCCCCNC(=O)c1[nH]cnc1C(=O)Nc1ccc(Cl)cc1 | i | -0.3 | -1% | 6% | -13% | ? | -3% | 8% | -0.6%
CN(CC(=O)Nc1cccc(F)c1)C(=O)COc1ccc2c(c1)CCC2 | i | 0.2 | -14% | 4% | -4% | ? | 1% | -14% | 2.4%
COc1ccc(C2/C=C\CN(S(=O)(=O)/C=C/c3ccccc3)CC(=O)N2Cc2ccc(F)cc2)cc1 (centres undefined) | i | -1.8 | ? | 5% | 0%&-6% | 5%&17% | -1% | -65%&-4% | 5.2%
O=S(=O)(c1ccccc1)c1nnn2c1nc(NCc1ccc(Cl)cc1)c1sccc12 | / | / | 40% | -8% | 2% | 12% | / | -4% | 0.6%
COc1ccc(N(C)S(=O)(=O)c2cccc(C(=O)NCC3CCCO3)c2)cc1 (centres undefined) | i | -0.9 | -15% | 11% | 0% | -8% | 0% | 3% | 2.4%
CCOc1ccc(CCNC(=O)COC(=O)c2cc(OC)cc(OC)c2)cc1OCC | i | 0.5 | 5% | -18% | 9% | 3% | -2% | 5% | -0.1%
COc1cc2sc3ccc(C#Cc4ccc(N)cc4)cc3c(=O)c2cc1OC | i | 0.1 | ? | 0% | -21% | 4.6µM* | / | -31% | 4.6%
Cc1c(C(=O)Nc2nc3ccccc3[nH]2)oc2ccc(Br)cc12 | i | -0.7 | 20% | 24% | -11% | -8% | -1% | -23% | 3.6%
Cc1nc(SCc2ccc(OCCC(C)C)cc2)n[nH]1 | i | -3.8 | 11% | -82%[inhibitor] | 7% | 2% | 0% | -12% | 5.7%
COC(=O)C(CCC(C(=O)OC)N1C(=O)c2ccccc2C1=O)N1C(=O)c2ccccc2C1=O (centres undefined) | i | -0.3 | ? | -7% | 2% | 7% | / | 3% | 0.2%
Cc1ccc(NC(=O)CNc2ccccc2N2CCCC2=O)cc1S(=O)(=O)N1CCOCC1 | i | -0.2 | 3% | 7% | 1% | 2% | 0% | 8% | -0.2%
CCN(CC)C(=O)c1cccc(-c2csc(C(O)c3ccc(F)cc3)n2)c1 (centres undefined) | i | 0.3 | -18% | 23% | / | / | / | -20% | 0.2%
COc1ccc(-c2cc(C(=O)Oc3ccc(Br)cc3)c3ccccc3n2)cc1 | / | / | 85%[activator] | -1% | -8% | -1% | / | 68% | 0.0%
CCOc1ccc(S(=O)(=O)N2CCCCC2)cc1NC(=O)CCNC(=O)c1ccco1 | i | -0.1 | -5% | 8% | -6% | 5% | 0% | -2% | 0.0%
CC(C)CC(=O)Nc1ccc(C(=O)COC(=O)C2CC(=O)N(Cc3ccccc3)C2)cc1 (centres undefined) | i | 0.6 | -1% | -2% | 2% | 10% | -2% | -4% | -0.8%
Cc1ccc(C)c(NCC(O)c2ccccc2)c1 (centres undefined) | i | -1.3 | -7% | 7% | 0% | 3% | 1% | -7% | 2.8%
CCNC(=S)Nc1ccc(OC(F)(F)F)cc1 | i | -7.4 | ? | -9% | 9% | 2% | 2% | -5% | -0.4%
COc1ccc2oc(C(=O)OCC(=O)N3CCN(S(=O)(=O)c4ccc(C)cc4)CC3)c(C)c2c1 | i | -2.0 | -8% | 3% | -4% | ? | -12% | 3% | -2.0%
Nc1ncnc2c1ncn2[C@@H]1O[C@H](CNCc2cccn2-c2nccs2)[C@@H](O)[C@H]1O | i | -1.9 | 0% | -7% | -1% | 6% | -1% | -12% | -0.5%
CCC(C)[C@H]1CNC(=O)C(=O)N1CC(C)(C)C (some centres undefined) | i | -2.1 | / | -15% | / | / | / | / | -0.5%
CCc1nn(CC(=O)Nc2cccc(C(C)=O)c2)c(=O)c2cc3sccc3n12 | / | / | -14% | -3% | -12% | ? | / | -45% | 3.6%
O=C(CSC1=NS(=O)(=O)c2cc(Cl)ccc2N1)Nc1ccccc1C(F)(F)F | i | 0.6 | -14% | -11% | 0% | 4% | 0% | -2% | -0.3%
CS(=O)(=O)c1ccc2nc(NC(=O)c3ccc(Cl)cc3)sc2c1 | i | -4.2 | -5% | 10% | 3% | 5% | -2% | -15% | 2.1%
Cc1cccc(Cn2cnc3ccccc32)c1 | i | -1.9 | -10% | -7% | 6% | -5% | -1% | -14% | -0.4%
CCc1ccc(NC(=O)c2cnn(-c3c(C)cccc3C)c2C2CCN(C(=O)OC(C)(C)C)CC2)cc1 | / | / | -11% | 14% | -8% | ? | / | -1% | 0.2%
O=C(/C=C/c1ccccn1)c1cc(Br)ccc1O | i | -5.0 | -3% | -89%[inhibitor] | -6% | -2% | -16% | -5% | 9.9%
COCCCn1c(=O)c2sccc2n(Cc2ccccc2)c1=O | i | 1.0 | -5% | -9% | 12% | -24% | 1% | -10% | 0.0%
COc1cc(SC)ccc1C(=O)Nc1ncc(C)s1 | i | -2.8 | ? | -20% | 4% | / | -1% | -41% | -2.8%
CC(=O)c1ccc(NC(=O)c2cnsn2)cc1 | i | 1.7 | -2% | -6% | -2% | ? | 0% | 6% | -1.0%
Cc1ccc(C)c(NC(=O)c2ccccc2NS(=O)(=O)c2cc([N+](=O)[O-])ccc2C)c1 | i | -1.9 | 2.5µM* | 2% | ? | ? | 3% | -41% | -0.6%
COc1ccccc1C1=NOC(Cn2c(=O)c3c(ncn3C)n(C)c2=O)C1 (centres undefined) | i | 1.3 | 0% | -12% | -1% | 24% | -2% | -25% | 4.9%
CC1(C)C(=O)CCC2(C)C1=CCC1C2C(=O)CC2(C)C1CCC2(O)C(=O)CO (centres undefined) | i | -3.8 | 0% | 7% | 0% | 5% | / | 8% | -0.2%
COc1ccc(C)cc1NC(=S)Nc1ccccc1SC | i | 0.2 | -11% | 21% | -1% | -2% | 1% | -17% | -1.1%
CCN(C(=O)c1cc2c(=O)oc3ccccc3c2s1)c1cccc(C(F)(F)F)c1 | / | / | 7% | -15% | 1% | -2%[9.27 µM] | / | -16% | 0.2%

# Four records picked at random from those above, as already listed:
molecule | Akt phos inh | CCT chaperon mod | TGFb inhibitor | Abeta rescue | A549 viability | Nrf2 inh | Mm-Cpn inhibitor | HepG2 tox | Nrf2 ARE act
COc1ccc2oc(C(=O)OCC(=O)N3CCN(S(=O)(=O)c4ccc(C)cc4)CC3)c(C)c2c1 | i | -2.0 | -8% | 3% | -4% | ? | -12% | 3% | -2.0%
CCc1nn(CC(=O)Nc2cccc(C(C)=O)c2)c(=O)c2cc3sccc3n12 | / | / | -14% | -3% | -12% | ? | / | -45% | 3.6%
COc1cc(SC)ccc1C(=O)Nc1ncc(C)s1 | i | -2.8 | ? | -20% | 4% | / | -1% | -41% | -2.8%
CCNC(=S)Nc1ccc(OC(F)(F)F)cc1 | i | -7.4 | ? | -9% | 9% | 2% | 2% | -5% | -0.4%
